# From PubChem
# HEK293 tox – cytotoxicity counter-screen for GLP-1 receptor inverse agonists; Potency, µM (titrated, usually from 38.3 µM), without a hit: at the top dose activity change, negative = inhibition, most hits filed as inhibitors; HEK293 cAMP-luciferase reporter cells, luminescence, 24 h; actives 0.13% (n = 410,000); AID 624418;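 further: loss of luciferase light is scored as toxicity; potency means the concentration at half of the fitted maximal effect; on the % scale 0 is the no-effect control and ±100 the full control effect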
#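 1536-well qHTS counterscreen of the MLSMR; 200 cells/uL, 12 h pre-incubation, 23 nL cpd, 24 h at 37 deg C 5% CO2, luciferase detection reagent, 12 min RT, luminescence. Inhibition = undesired.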
# FUS suppressor – suppressors of FUS proteinopathy in yeast. Potency, µM (doses to about 76.6 µM), without a hit: top-dose growth rescue (activation), most hits filed as activators. actives 0.24% (n = 390,000). S. cerevisiae FUS-expressing, growth rescue, OD600, 24 h;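 further: potency means the concentration at half of the fitted maximal effect; plate controls were DMSO vehicle for no effect and reference control for full effect; nearly all actives have a fitted effect of over 55% in size; some results filed as inactive show a strong effect at the top dose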
#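 Quantitative HTS measuring growth restoration of FUS-toxic yeast. Galactose-induced cells (OD 0.005) were exposed 24hr at 30C to compounds at several concentrations, then absorbance at 600 nm was recorded.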
# TDP43 rescue – rescues yeast growth from TDP-43 toxicity. TDP-43 expressing yeast growth rescue, BacTiter-Glo, 24 h. Potency, µM (doses to about 46.1 µM), for the others: top-dose growth rescue (activation), hits mostly activators. actives 1.8% (n = 410,000); further: potency means the concentration at half of the fitted maximal effect; % of control where 0% means no effect; nearly all actives have a fitted effect of over 50% in size
#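 Galactose-induced TDP-43 yeast, OD600=0.02, compound pinned; 24 hr, 30 deg C; BacTiter-Glo luminescence for growth. Inhibitors of TDP-43 toxicity read as activators.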
# Mm-Cpn inhibitor – M. maripaludis TRiC chaperonin inhibition. purified Mm-Cpn ATPase, ADP Transcreener TR-FRET. Potency, µM (top dose mostly 76.9 µM), for the others: top-dose activity, negative = inhibition, hits mostly inhibitors. actives 0.031% (n = 330,000). AID 504842; further: potency means the concentration at half of the fitted maximal effect; on the % scale 0 is the no-effect control and ±100 the full control effect; nearly all actives have a fitted effect of over 80% in size
#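 Purified archaeal Mm-CPN (25nM final) preincubated 10 min at 37degC with compound, then 10uM ATP for 30 min at 37degC; ADP measured by HTRF Transcreener TR-FRET; buffer 30 mM TRIS pH 7.4, 100mM KCl, 5mM MgCl2, 1mM DTT.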
# Abeta rescue – compounds reversing amyloid beta toxicity in yeast. yeast expressing A-beta42, growth rescue, OD600, 48 h; response scale: 0% DMSO, 100% iron-clioquinol control. Potency, µM (highest dose often 46.1 µM), without a hit: at the top dose growth rescue, most hits filed as activators. actives 0.063% (n = 410,000); further: potency means the concentration at half of the fitted maximal effect; nearly all actives have a fitted effect of over 55% in size
#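 Yeast growth medium received pinned compounds, then yeast cells expressing toxic A-beta were added; plates incubated at 30 C for 48 hr. Growth read as absorbance at 600 nm, normalized to DMSO and equimolar FeCl3 plus clioquinol controls.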
# pAkt inh – blocks phosphorylation of Akt; Neuro2A IGF-stimulated pAkt S473 HTRF, 20 min; active compounds read low; activity change, % for hits at 50 µM; actives 0.32% (n = 360,000); in the data active means activity change below about -80%; inconclusive means mostly about -51% to -80%; further: on the % scale 0 is the no-effect control and ±100 the full control effect
#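 Neuro2A cells in DMEM with 0.5% FBS, overnight at 37 deg C, given compound at single 50 µM final, then IGF (6 nM final) for 20 min at 37 deg C. Lysed; phospho-Akt Ser473 by HTRF after 24 h, 665/615 ratio.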
# GLP-1R inv ag – inverse agonists of human GLP-1 receptor. HEK293 GLP-1R CRE-luciferase, luminescence, 24 h; GLP-1R form is constitutively active. P43220. actives 1.6% (n = 410,000). Potency, µM (highest dose often 38.3 µM), without a hit: at the top dose activity change, negative = inhibition, hits mostly inhibitors; further: potency means the concentration at half of the fitted maximal effect; on the % scale 0 is the no-effect control and ±100 the full control effect; nearly all actives have a fitted effect of over 55% in size
# Target sequence (P43220 whole entry, looked up): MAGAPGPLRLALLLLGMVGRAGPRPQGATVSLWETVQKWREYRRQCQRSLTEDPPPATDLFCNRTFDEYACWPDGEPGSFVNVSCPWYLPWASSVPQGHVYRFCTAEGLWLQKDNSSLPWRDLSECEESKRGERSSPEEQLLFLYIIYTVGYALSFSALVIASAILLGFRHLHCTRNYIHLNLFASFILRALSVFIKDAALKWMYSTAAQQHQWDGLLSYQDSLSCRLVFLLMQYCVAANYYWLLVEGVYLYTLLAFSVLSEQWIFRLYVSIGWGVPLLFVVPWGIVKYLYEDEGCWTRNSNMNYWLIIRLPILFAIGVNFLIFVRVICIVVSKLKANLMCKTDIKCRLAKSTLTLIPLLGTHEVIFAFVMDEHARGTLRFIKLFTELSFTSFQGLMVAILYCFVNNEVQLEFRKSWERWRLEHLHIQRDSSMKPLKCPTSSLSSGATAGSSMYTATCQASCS
#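 Cells are plated, allowed 12 hours at 37 deg C, then treated with compounds for 24 hr before luciferase detection reagent is added and luminescence is read after 12 min at room temperature. The HEK293 line carries constitutively active GLP-1R with a cAMP-responsive reporter.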
# aSyn yeast inh – rescues yeast growth from alpha-synuclein toxicity; Yeast expressing alpha-synuclein, growth rescue, BacTiter-Glo, 24 h; Potency, µM (series often up to 46.1 µM), without a hit: at the highest dose growth rescue (activation), hits mostly activators; actives 0.14% (n = 370,000); AID 652106; further: potency means the concentration at half of the fitted maximal effect; % of control where 0% means no effect; nearly all actives have a fitted effect of over 65% in size
#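 Screening used galactose-induced yeast with toxic alpha-synuclein levels, exposed to compound for 24 hr at 30 deg C. Cell growth, read with BacTiter-Glo luminescence, gave the measured signal.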
# PTHR1 agonist – agonists of human PTHR1 parathyroid hormone receptor; HEK293 GP2 PTHR1 cells, GloSensor cAMP luminescence, 1 h; Q03431; actives 0.075% (n = 410,000); Potency, µM (doses to about 115 µM), for the others: at the highest dose activation, most hits filed as activators; AID 743266; further: potency means the concentration at half of the fitted maximal effect; nearly all actives have a fitted effect of over 55% in size; some results filed as inactive show a strong effect at the top dose; inactives centre near -15; many of its hits are not listed in these tables
# Target sequence (Q03431 whole entry, looked up): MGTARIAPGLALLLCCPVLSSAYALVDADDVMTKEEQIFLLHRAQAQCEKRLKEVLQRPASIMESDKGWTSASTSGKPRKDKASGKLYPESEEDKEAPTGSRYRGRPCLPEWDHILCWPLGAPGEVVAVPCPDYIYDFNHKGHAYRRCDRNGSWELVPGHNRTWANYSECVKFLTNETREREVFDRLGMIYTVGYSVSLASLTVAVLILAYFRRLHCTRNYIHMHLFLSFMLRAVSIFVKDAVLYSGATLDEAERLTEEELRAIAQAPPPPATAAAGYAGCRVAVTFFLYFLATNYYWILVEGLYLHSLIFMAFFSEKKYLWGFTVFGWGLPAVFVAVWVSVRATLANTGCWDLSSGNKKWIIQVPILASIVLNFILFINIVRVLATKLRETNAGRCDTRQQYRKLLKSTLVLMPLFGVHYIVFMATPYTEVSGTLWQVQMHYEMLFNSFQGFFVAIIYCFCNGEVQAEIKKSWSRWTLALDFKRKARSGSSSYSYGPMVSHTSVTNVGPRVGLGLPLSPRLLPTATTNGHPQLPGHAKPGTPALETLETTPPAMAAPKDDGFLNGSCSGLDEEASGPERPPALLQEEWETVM
#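 HEK-293-derived GP2 cells expressing PTHR1 and a GloSensor cAMP reporter, 3,000/well, plated overnight, given luciferin plus IBMX (each 0.5 mM as added) for 1 h at 37 °C, then compound for 1 h at 37 °C. Luminescence was read after 15 min at room temperature.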
# * hit, by the source's call; i = inactive; ? = inconclusive; nt = not tested or not shown; [ ] = dose if it differs, or a comment. Unless noted, the call rests on the fitted dose curve; in most records, active means well fitted curve in the direction sought with a large enough effect; inconclusive means small, poorly fitted or top-dose-only effect, or another doubt; inactive means no such curve, though single readings can be large; an effect the other way counts as inactive or inconclusive. The list is partial (hit frequency here may not be typical).
# Each structure is followed by: HEK293 tox | FUS suppressor | TDP43 rescue | Mm-Cpn inhibitor | Abeta rescue | pAkt inh | GLP-1R inv ag | aSyn yeast inh | PTHR1 agonist
- CC(=O)n1cc([C@H]2C=C(C(=O)N3CCN(Cc4ccccc4)CC3)O[C@@H](OCc3ccc(CO)cc3)C2)c2ccccc21
→ -28% | 29% | 4% | nt | 8% | i | ? | -3% | -23%
- CCc1nc2sc3c(c2c(=O)o1)CCCC3
→ -5% | nt | 6% | 0% | -28% | i | -10% | -20% | -6%
- CC(C)C[C@H]1CNC(=O)C(=O)N1C[C@@H]1CCCN1C[C@H](Cc1ccccc1)N1C[C@H](CC(C)C)N(CCc2ccccc2)C(=O)C1=O
→ 0% | 8% | 20% | nt | 4% | i | 9% | 0% | i
- O=C(C1=C(O)C(=O)N(CCN2CCOCC2)C1c1ccc([N+](=O)[O-])cc1)c1cc2ccccc2o1 (stereo unspecified)
→ -16% | 12% | 17% | 1% | -17% | nt | -1% | 1% | i
- COc1ccc(OC(F)(F)F)cc1CC1(C)C(=O)Nc2ccc(-c3ccsc3)cc21 (stereo unspecified)
→ -16% | 35% | 14µM* | nt | -3% | i | ? | -37%[inhibitor] | -23%
- COc1ccc([N+](=O)[O-])cc1NS(=O)(=O)c1ccc(C(=O)N2CCCC2)cc1
→ 3% | nt | 11% | 4% | 1% | i | 18% | -2% | i
- Cc1ccc2cc3c(nc2c1)N(c1ccccc1)CC3
→ 2% | -17% | ? | -7% | 24% | i | 13% | -5% | i
- COC(=O)Cc1csc(NC(=O)c2ccc3ncsc3c2)n1
→ 1% | 25% | 20% | -6% | 12% | i | 29% | 0%[1.84 µM] | -21%
- CCOCCc1nnc(NC(=O)C(CC)c2ccccc2)s1 (stereo unspecified)
→ 22% | 24% | -22% | 0% | -16% | i | 3% | 0% | i
- CCN(CC)c1ccc(NC(=O)c2ccc3c(c2)c(C)c(C)n3C)cc1
→ -28% | 36% | -2% | -2% | -5% | i | ? | -1% | i
- COc1ccc2c(COC(=O)c3ccc(C)c(S(=O)(=O)N4CCOCC4)c3)cc(=O)oc2c1
→ -27% | nt | -12% | nt | -26% | i | 27% | 12% | -13%
- CCc1cc(C(=O)c2ccccc2OC)c(N)s1
→ ? | 14% | 8% | 0% | 9% | i | -18% | 20% | i
- O=C(CSc1cccc[n+]1[O-])Nc1ccc(C(F)(F)F)cc1[N+](=O)[O-]
→ -26% | 12% | -8% | 1% | 1% | i | -8% | -5% | i
- CCN(CC)c1nc(=S)nc(NC(C)(C)C)[nH]1
→ -2% | nt | 3% | 1% | 28% | i | -2% | 1% | i
- O=C1CCC[C@@H]2CC(N3CCCCC3)C[C@@H]3CCN1[C@H]23 (stereo partly specified)
→ 1% | -3% | 15% | 0% | 4% | i | 9% | -1% | i
- CCCOC1CCCN(C(=O)CCc2nnc(CCCCc3ccccc3)o2)C1 (stereo unspecified)
→ 5% | 16% | ? | 1% | 0% | i | -23% | 0% | -25%
- CCOC(=O)N1CCN(C(=O)COc2cccc3c2CCN(Cc2ccccc2C)C3=O)CC1
→ -7% | 30% | 0% | -1% | -1% | i | -2% | 4% | -19%
- CCc1ccc2ncc3c(-c4ccc(F)cc4)nn(CC(=O)NC4CCCCC4)c3c2c1
→ -17% | -7% | 18% | nt | -8% | nt | 3% | nt | i
- Cc1ccc(C(=O)N2[C@@H]3CN(C)C(=O)[C@@]2(Cc2ccccc2)[C@H]2C(=O)N(Cc4ccccc4)C(=O)[C@@H]32)cc1
→ 0% | 26% | -8% | nt | -11% | i | 0% | 1% | i
- Cc1cc(=O)n2c3ccccc3n(C)c2n1
→ 8% | -3% | 0% | 1% | -7% | i | 74%[activator] | 5% | i
- COc1cc(OC)cc(-c2noc(-c3csc([C@@H]4C[C@H](O)[C@@H](CO)O4)n3)n2)c1
→ 0% | 23% | 11% | nt | -10% | i | 8% | 3% | -7%
- COc1ccc(Nc2nc(CC(C)=O)ns2)cc1OC
→ 77%[activator] | 7% | 2% | 0% | -6% | i | 56%[activator] | -3% | i
- Cc1ccc(F)cc1NC(=O)N1CCNC(=O)C1CC(=O)Nc1cc(Cl)ccc1Cl (stereo unspecified)
→ -2% | 17% | -1% | -1% | 10% | i | ? | 3% | -24%
- CCN(C(=O)CSc1cc(C)c2cccc(C)c2n1)C1CCS(=O)(=O)C1 (stereo unspecified)
→ 5% | 9% | 1% | 1% | -10% | i | ? | 11% | i
- CC(=O)c1ccc(Oc2cc(-c3ccccc3)nc(-c3ccccc3)n2)cc1
→ -1% | nt | 13% | -1% | 8% | i | 20% | 0% | -23%
- CN1CCN(C(=O)C2CC(c3c(F)cccc3Cl)=NO2)CC1 (stereo unspecified)
→ 15% | 0% | -21% | 1% | 2% | i | 11% | 0% | -4%[57.5 µM]
- Cc1cccc(NC(=O)C[n+]2cccc(C)c2)c1
→ 2% | -13% | 20% | -2% | 12% | i | 2% | 3% | i
- CC1CCc2c(nc3sc4c(c3c2N)CCCC4)C1 (stereo unspecified)
→ ? | 7% | -13%[0.397 µM] | -1% | -25% | i | 5.6µM* | -1% | -19%
- CC(=O)N1CCc2cc(Br)cc(S(=O)(=O)CCC(=O)Nc3c(C)n(C)n(-c4ccccc4)c3=O)c21
→ 14% | 14% | 25% | 1% | -16% | i | 2% | -2% | -22%
- COC(=O)c1cc2n3ccccc3c(C)c(-c3ccccc3)c-2c1C(=O)OC
→ 0% | 29% | 0% | -18% | -13% | nt | 10% | 13% | -21%[57.5 µM]
- COC(=O)[C@H](Cc1ccccc1)NC(=O)N1CCN(Cc2ccccc2)CC1
→ ? | 5% | 2% | 0% | 3% | i | -8% | -1% | i
- COc1ccc(C2C(C(=O)c3ccc(C)o3)=C(O)C(=O)N2Cc2cccnc2)cc1OC (stereo unspecified)
→ -2% | 13% | -6% | -1% | -7% | i | 25% | -28% | i
- CCOC(=O)C1=C(O)C(=O)N(c2ccc(S(N)(=O)=O)cc2)C1c1ccccc1 (stereo unspecified)
→ -17% | 0% | 2% | -4% | 2% | i | -5% | -3% | i
- CC(C)CNC(=O)c1cccc2c(-c3cccnc3)coc12
→ 14% | -7% | 21% | nt | 6% | i | 31% | 0% | 4%
- CCN(CC)S(=O)(=O)c1ccc(C(=O)N2CCc3ccccc32)cc1
→ -14% | 9% | nt | ? | -7% | i | 0% | -5% | -12%
- CC(C)(C)c1ccc(CN2N=C(/C=C/c3ccccc3)CCC2=O)cc1
→ -8% | 37% | -6% | 2% | 26% | i | ? | 1% | -15%
- COc1ccc(C2Nc3ccccc3C(=O)N2c2ccc(C)cc2)cc1Cn1nnc2ccccc21 (stereo unspecified)
→ ? | 35% | -16% | -15% | -16% | i | -4% | 2% | 14%
- COc1cc(/C=C(\C#N)c2ccccn2)ccc1OCC(=O)Nc1ccc(Br)cc1
→ 9% | nt | 10% | 0% | -1% | i | 9% | 2% | i
- CC(C)Cn1cc(C(=O)NCc2cccs2)c2c3ccccc3n(C)c2c1=O
→ -5% | 16% | 0% | -1% | 10% | nt | 7% | 2% | -7%[57.5 µM]
- COc1ccc(C(=O)O)c(O)c1
→ 4% | -15% | 20% | nt | -5% | i | 8% | 0% | -16%
- CCc1ccccc1NC(=O)CCC(=O)N1CCN(C(C)=O)CC1
→ -11% | -48% | 19% | nt | -3% | i | 4% | 3% | i

# Arranged by number of heavy atoms (lowest first): part of the list above
# Each structure is followed by: HEK293 tox | FUS suppressor | TDP43 rescue | Mm-Cpn inhibitor | Abeta rescue | pAkt inh | GLP-1R inv ag | aSyn yeast inh | PTHR1 agonist
- COc1ccc(C(=O)O)c(O)c1
→ 4% | -15% | 20% | nt | -5% | i | 8% | 0% | -16%
- CC(C)CNC(=O)c1cccc2c(-c3cccnc3)coc12
→ 14% | -7% | 21% | nt | 6% | i | 31% | 0% | 4%
- CCc1ccccc1NC(=O)CCC(=O)N1CCN(C(C)=O)CC1
→ -11% | -48% | 19% | nt | -3% | i | 4% | 3% | i
- CCN(CC)S(=O)(=O)c1ccc(C(=O)N2CCc3ccccc32)cc1
→ -14% | 9% | nt | ? | -7% | i | 0% | -5% | -12%
- CC(C)(C)c1ccc(CN2N=C(/C=C/c3ccccc3)CCC2=O)cc1
→ -8% | 37% | -6% | 2% | 26% | i | ? | 1% | -15%
- CCOC(=O)C1=C(O)C(=O)N(c2ccc(S(N)(=O)=O)cc2)C1c1ccccc1 (stereo unspecified)
→ -17% | 0% | 2% | -4% | 2% | i | -5% | -3% | i
- COc1cc(/C=C(\C#N)c2ccccn2)ccc1OCC(=O)Nc1ccc(Br)cc1
→ 9% | nt | 10% | 0% | -1% | i | 9% | 2% | i
- COc1ccc(C2C(C(=O)c3ccc(C)o3)=C(O)C(=O)N2Cc2cccnc2)cc1OC (stereo unspecified)
→ -2% | 13% | -6% | -1% | -7% | i | 25% | -28% | i
- CC(=O)N1CCc2cc(Br)cc(S(=O)(=O)CCC(=O)Nc3c(C)n(C)n(-c4ccccc4)c3=O)c21
→ 14% | 14% | 25% | 1% | -16% | i | 2% | -2% | -22%
- COc1ccc(C2Nc3ccccc3C(=O)N2c2ccc(C)cc2)cc1Cn1nnc2ccccc21 (stereo unspecified)
→ ? | 35% | -16% | -15% | -16% | i | -4% | 2% | 14%
